Spn PMK inh – S. pneumoniae PMK inhibitors, primary screen, biochemical, mevalonate pathway, pilot trial included. purified PMK, PK/LDH-coupled NADH absorbance 340 nm. inhibition, % at 10 µM. AID 539, 2006. 65,000 compounds, 0.49% hits. phosphomevalonate kinase (Streptococcus pneumoniae D39);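 active means top-ranked compounds by inhibition in the single 10 µM screen, taking a fixed number of the strongest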;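 further: 0% = full reaction with DMSO carrier and 100% = background rate without enzyme reaction; no value below 0 was filed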
Alkaline phosphatase – human TNAP enzyme inhibitors, biochemical, luminescent (AID 518). Alkaline phosphatase, tissue-nonspecific isozyme (Homo sapiens). purified TNAP enzyme, luminescent substrate readout; higher % means a stronger effect. one-dose inhibition, % at 20 µM; IC50 in µM for titrated hits. 64,000 compounds, 0.09% hits; in the data active means a potency from the dose series; inactive means the rest, 99 in 100 with inhibition below about 22%;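 further: plate controls were vehicle for no effect and reference inhibitor for full effect; many of its hits are not listed in these tables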
HPDE-C7 cytotoxicity – cytotoxicity in HPDE-C7 cells, cell-based, fluorescence, HTS (AID 430) | HPDE-C7 pancreatic duct cells viability, fluorescence; higher % means a stronger effect | cytotoxicity, % at 10 µM; hits with a dose series show EC50 in µM | 63,000 compounds, 1.8% hits;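 further: cells exposed to compound for 48 hours before viability readout; 0% = vehicle and 100% = reference cytotoxic drug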
KRASV12 cytotoxicity – cytotoxicity in KRAS-transformed pancreatic duct cells, primary screen, cell-based, fluorescence, HTS (AID 431); HPDE-C7K KRASV12 cells, Alamar Blue viability, 48 h; higher % means a stronger effect; cytotoxicity, % at 10 µM, or EC50 in µM where a hit was titrated; 63,000 compounds, 1.7% hits;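 active means compounds whose percent cytotoxicity in the single-dose primary screen, scaled between solvent and toxic-drug controls, exceeds 50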;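 further: 0% = DMSO solvent wells and 100% = doxorubicin-treated wells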
HT1080 viability – cytotoxicity in HT1080 fibrosarcoma cells, cell-based, fluorescence readout (AID 620); HT1080 viability, fluorescence; higher % means a stronger effect; cytotoxicity, % at 10 µM; hits with a dose series show EC50 in µM; 87,000 compounds, 0.42% hits;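 further: cells exposed to compound overnight then 4 h with Alamar Blue; 0% = vehicle DMSO and 100% = killing control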
LYP inhibition – LYP phosphatase inhibitors, primary screen, biochemical, DiFMUP fluorescence, recombinant catalytic domain, 10 µM (AID 606); Tyrosine-protein phosphatase non-receptor type 22 (Homo sapiens); recombinant LYP catalytic domain, DiFMUP fluorescence; higher % means a stronger effect; one-dose inhibition, % at 10 µM; IC50 in µM for titrated hits; 52,000 tested, under 10 active;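 active means IC50 under 40 µM in the dose-response test; inactive means IC50 of 40 µM or more, or never dose-tested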
DPM-DC inhibit – S. pneumoniae DPM-DC inhibitors, primary screen, biochemical, PK/LDH-coupled NADH fluorescence | diphosphomevalonate decarboxylase (Streptococcus pneumoniae D39) | purified DPM-DC | calls only at 10 µM | 65,000 compounds, 0.49% hits;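 active means the 320 compounds with the highest percent inhibition in the single-dose primary screen, excluding strongly autofluorescent ones, cut at about 32% in these data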;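 further: kinetic rate of NADH fluorescence loss reporting ADP formed by the decarboxylase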
MK inhibit – S. pneumoniae MK inhibitors, primary screen, biochemical, PK/LDH-coupled NADH absorbance. purified MK, PK/LDH-coupled NADH absorbance 340 nm. 65,000 compounds, 0.48% hits. mevalonate kinase [Streptococcus pneumoniae D39]. inhibition, % at 10 µM. AID 555, 2006;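 active means ranked among the strongest by inhibition in the single 10 µM screen, a fixed top-ranked set picked for dose follow-up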; further: no value below 0 was filed
Bfl-1 displacement – Bfl-1 inhibitors, primary screen, biochemical, fluorescence polarization, FITC-Bid, mouse (AID 432); displacement, % at 20 µM; hits with a dose series show IC50 in µM; 64,000 compounds, 0.02% hits; FITC-Bid BH3 peptide fluorescence polarization displacement; higher % means a stronger effect; in the data active means a potency from the dose series; inactive means the rest, 99 in 100 with displacement below about 15%; further: strong numbers were not always called active
Spn PMK inh pilot replicates – further read-out of Spn PMK inh, marked with its call; inhibition, %; measured here: pilot screen replicates
MK inhibit pilot replicates – second read-out of MK inhibit, no call of its own (marks repeat the call); inhibition, %; measured here: pilot screen replicates
DPM-DC inhibit pilot screen % – recorded beside DPM-DC inhibit, whose call it bears; inhibition, %; measured here: pilot screen trials
Numbers without * were called inactive; i = inactive; · = no result given. Unless noted, no stated cut-off is given here; in the data, active means cytotoxicity above about 50%; inactive means the rest.

SMILES	Spn PMK inh	Alkaline phosphatase	HPDE-C7 cytotoxicity	KRASV12 cytotoxicity	HT1080 viability	LYP inhibition	DPM-DC inhibit	MK inhibit	Bfl-1 displacement	others
CC1=C(C(=O)Nc2ccccn2)C(c2ccc(F)cc2)n2ncnc2N1 (stereo not drawn)	21.0	2.3%	-6.0%	-13.2%	4.6%	7.6%	i	7.0	-3.9%
O=C(CSc1nnc(-c2ccccn2)n1Cc1ccccc1)N1CCCC1	0.0	9.5%	-3.5%	-3.0%	0.0%	-12.4%	i	16.0	-8.2%	Spn PMK inh pilot replicates=2.0;MK inhibit pilot replicates=0.5;DPM-DC inhibit pilot screen %=0.5
COCCn1nnnc1C(c1ccccc1Cl)N1CCN(c2ccccc2OC)CC1 (stereo not drawn)	19.0	1.7%	-21.4%	-7.5%	-9.6%	8.5%	i	0.0	4.7%
COc1cc(OC)nc(NC(=O)CS(=O)(=O)c2ccccc2)n1	6.0	·	·	·	26.4%	0.9%	i	1.0	·
COc1ccc(CCNC(=O)c2c(O)c3cccc4c3n(c2=O)CC4)cc1OC	6.0	1.9%	6.3%	3.1%	1.3%	·	i	12.0	-6.0%
Fc1ccc(-c2csc3nnc(SCc4cccnc4)n23)cc1	19.0	12.7%	0.9%	-2.0%	-1.5%	·	i	0.0	-1.6%	Spn PMK inh pilot replicates=2.5;MK inhibit pilot replicates=0.0;DPM-DC inhibit pilot screen %=2.0
COCCNC(=O)c1cc2cc(Br)cc(OC)c2oc1=O	10.0	9.4%	6.3%	0.9%	3.5%	·	i	6.0	-5.2%
C=CCn1c(SCCN2CCCCC2)nc2c1c(=O)[nH]c(=O)n2C	6.0	-9.1%	2.8%	4.1%	6.7%	3.7%	i	5.0	-6.9%
Cc1ccc2[nH]c(C(=O)O)c(-c3ccccc3)c2c1	16.0	11.7%	2.2%	10.4%	-8.4%	6.4%	i	1.0	-0.6%
CCN1C(=O)c2cccc3c(S(=O)(=O)Nc4nc(C)cs4)ccc1c23	15.0	16.8%	58.9%*	40.1%	-2.0%	12.0%	i	0.0	7.6%
COC(=O)c1ccccc1NC(=O)NCc1ccc2c(c1)OCO2	4.0	4.0%	·	·	1.8%	15.1%	i	7.0	-0.5%
CC1Oc2ccccc2N(CC(=O)c2cccc(Cl)c2)C1=O (stereo not drawn)	2.0	6.5%	-8.4%	-8.4%	8.6%	·	i	0.0	-0.5%
O=C(c1ccc(CS(=O)(=O)c2ccc(Br)cc2)o1)N1CCCC1	4.0	4.7%	9.2%	4.8%	-4.4%	13.7%	i	11.0	-3.6%
COc1ccc(N2C(=O)CSC2c2ccc3c(c2)OCO3)cc1 (stereo not drawn)	0.0	13.6%	-5.5%	4.3%	1.3%	·	i	5.0	4.7%
COc1ccc(-c2ccc(-c3noc(-c4ccccc4F)n3)c(OC)n2)cc1	7.0	5.6%	-9.4%	-6.6%	-4.4%	16.5%	·	7.0	-14.3%
O=C(O)c1cccc(C(=O)O)n1	15.0	-16.8%	-11.3%	-0.8%	-6.7%	5.9%	i	7.0	-9.5%
CCn1c(SCC(=O)N2CCN(c3ccccc3F)CC2)nnc1-c1ccoc1C	13.0	3.5%	-0.9%	6.8%	-16.2%	5.9%	i	8.0	-4.6%
CC1(C)Cc2nc(NCCN3CCOCC3)c(C#N)cc2CO1	0.0	8.7%	6.2%	3.8%	-2.4%	-10.7%	i	8.0	3.2%
Cc1sc2nc3n(c(=O)c2c1C)CCCS3	2.0	14.5%	3.5%	-5.2%	1.0%	2.3%	i	2.0	-0.4%
CC1=C(C(=O)OC(C)C)C(c2ccccn2)n2ncnc2N1 (stereo not drawn)	10.0	14.4%	-1.1%	5.9%	-4.8%	3.3%	i	5.0	2.6%	Spn PMK inh pilot replicates=3.0;MK inhibit pilot replicates=2.5;DPM-DC inhibit pilot screen %=2.0
CS(=O)(=O)N1CCN(C(=O)C2c3ccccc3Oc3ccccc32)CC1	7.0	9.2%	-11.3%	-5.2%	3.6%	-2.2%	i	12.0	-7.5%
Cc1cc(C)nc(NC(=O)Cc2cccs2)n1	13.0	1.6%	8.4%	7.0%	3.0%	6.8%	i	19.0	-6.1%
COc1cc2[nH]c(=O)n(CCC(=O)N3CCN(c4cc(Cl)ccc4C)CC3)c(=O)c2cc1OC	0.0	3.8%	63.8%*	17.7%	5.0%	-1.0%	i	13.0	-25.6%
CCOC(=O)Nc1ccc(C)cc1Br	6.0	7.4%	-19.9%	-16.2%	-5.4%	0.2%	i	0.0	-2.1%
O=S(=O)(c1ccccc1)c1nc(-c2ccccc2)oc1NCc1cccnc1	9.0	16.9%	-3.2%	4.0%	7.8%	1.0%	i	4.0	-3.0%
CC1(C)Cc2c(c(N3CCOCC3)nc3sc4c(=O)[nH]cnc4c23)CS1	6.0	20.6%	9.3%	0.8%	9.9%	-4.1%	i	1.0	-7.4%
COc1ccc(NC(=O)Nc2nnc(N3CCCCC3C)s2)cc1OC (stereo not drawn)	5.0	9.5%	-2.8%	-5.2%	3.9%	·	i	8.0	4.5%
CCC(=O)Nc1ccc(NC(=O)C23CC4CC(CC(C4)C2)C3)cn1	0.0	7.4%	-11.5%	-1.8%	-2.0%	·	i	2.0	9.0%
O=c1o[nH]c(-c2ccccc2)c1C1=NCCCCC1	0.0	4.0%	-9.9%	-19.3%	3.8%	-4.7%	i	1.0	9.3%
CCN(CC)CC(O)Cn1c2ccccc2c2ccccc21 (stereo not drawn)	0.0	5.4%	11.4%	7.1%	11.0%	14.1%	i	14.0	3.3%

Entries shown so far containing an NH in an aromatic ring:
SMILES	Spn PMK inh	Alkaline phosphatase	HPDE-C7 cytotoxicity	KRASV12 cytotoxicity	HT1080 viability	LYP inhibition	DPM-DC inhibit	MK inhibit	Bfl-1 displacement	others
C=CCn1c(SCCN2CCCCC2)nc2c1c(=O)[nH]c(=O)n2C	6.0	-9.1%	2.8%	4.1%	6.7%	3.7%	i	5.0	-6.9%
Cc1ccc2[nH]c(C(=O)O)c(-c3ccccc3)c2c1	16.0	11.7%	2.2%	10.4%	-8.4%	6.4%	i	1.0	-0.6%
COc1cc2[nH]c(=O)n(CCC(=O)N3CCN(c4cc(Cl)ccc4C)CC3)c(=O)c2cc1OC	0.0	3.8%	63.8%*	17.7%	5.0%	-1.0%	i	13.0	-25.6%
CC1(C)Cc2c(c(N3CCOCC3)nc3sc4c(=O)[nH]cnc4c23)CS1	6.0	20.6%	9.3%	0.8%	9.9%	-4.1%	i	1.0	-7.4%
O=c1o[nH]c(-c2ccccc2)c1C1=NCCCCC1	0.0	4.0%	-9.9%	-19.3%	3.8%	-4.7%	i	1.0	9.3%

The list continues.
SMILES	Spn PMK inh	Alkaline phosphatase	HPDE-C7 cytotoxicity	KRASV12 cytotoxicity	HT1080 viability	LYP inhibition	DPM-DC inhibit	MK inhibit	Bfl-1 displacement	others
O=C(CCN1c2ccccc2Sc2ccccc21)OCc1nnc(-c2ccccc2)o1	6.0	6.2%	5.5%	3.5%	0.0%	6.1%	i	6.0	-6.1%
CCOC(=O)c1[nH]c(C)c(/C(O)=C2\C(=O)C(=O)N(CCN(C)C)C2c2cccc(OC)c2OC)c1C (stereo not drawn)	12.0	3.8%	-0.7%	1.2%	-12.7%	5.0%	i	14.0	6.3%
Cc1cc(C)cc(CC2CC(=O)N(c3ccc4c(c3)OCCO4)C2=O)c1 (stereo not drawn)	1.0	5.8%	2.4%	-14.4%	7.5%	-5.7%	i	5.0	-3.8%
COc1ccc(OC)c(C(=O)COC(=O)C2CC3CCCC(C2)C3=O)c1 (stereo not drawn)	17.0	6.8%	-1.1%	4.7%	·	·	i	3.0	-9.6%
Nc1ccc(-c2nnc(-c3ccc(-c4ccccc4)cc3)o2)cc1	6.0	8.5%	·	·	14.6%	11.9%	·	15.0	-1.8%
O=C(c1cc2ccccc2oc1=O)N(Cc1ccco1)CC1CCCO1 (stereo not drawn)	11.0	3.6%	-13.5%	0.9%	10.6%	4.8%	i	9.0	-8.1%
COc1cccc(C(=O)Nc2ccc(-c3nc4ccccc4o3)c(O)c2)c1	12.0	10.3%	15.3%	24.7%	-8.0%	11.9%	·	4.0	-4.1%
C=CCNC(=O)COc1ccc(Br)cc1Cl	6.0	8.0%	-7.9%	-7.2%	-4.8%	1.6%	i	4.0	-3.0%
COc1ccc(S(=O)(=O)N(CC(=O)N2CCOCC2)c2cc(Cl)ccc2OC)cc1OC	15.0	9.3%	-21.9%	-9.4%	8.7%	-46.0%	i	6.0	0.7%
Nc1nc(-c2ccc3c(c2)CCCC3)cs1	0.0	20.2%	-23.7%	-12.6%	4.6%	·	i	0.0	-8.0%
COc1ccc(Nc2nc(C(=O)NCCCN3CCOCC3)cs2)cc1	14.0	9.4%	-2.5%	10.3%	0.0%	·	i	8.0	-1.5%
CCc1nnc(NC(=O)C2CCN(C(=O)NC3CCCCC3)CC2)s1	15.0	1.9%	-1.8%	0.1%	-1.3%	1.8%	i	·	-1.5%
CC1Cc2nc(SCC(=O)Nc3ccc4c(c3)OCCO4)n(C)c(=O)c2S1 (stereo not drawn)	14.0	·	·	·	3.1%	9.6%	i	0.0	·
Cc1nc2nc3c(c(=O)n2[nH]1)CCC3	7.0	0.0%	-10.4%	-3.7%	-1.7%	20.5%	i	6.0	-6.1%
CN(C)c1cc[n+](Cc2ccccc2)cc1	5.0	8.1%	0.1%	-7.7%	-7.8%	-5.2%	i	11.0	4.1%
CCCOC(=O)c1ccc(NC(=O)C2C3C=CC(O3)C2C(=O)O)cc1 (stereo not drawn)	7.0	3.5%	10.2%	2.0%	0.8%	-0.5%	i	8.0	-1.9%
CCC(C)(C)n1nnnc1C(c1ccc2ncccc2c1)N1CCN(c2nc3ccccc3s2)CC1 (stereo not drawn)	10.0	9.5%	0.6%	12.1%	-13.6%	9.9%	i	9.0	0.1%
Cc1cc(C)n(-c2ncnc3sc4c(c23)CCCC4)n1	16.0	7.0%	-12.7%	-14.4%	0.9%	4.1%	i	0.0	-7.0%
COCCn1cc(C(=O)NCc2cccs2)c2c3ccccc3n(C)c2c1=O	15.0	7.2%	-5.1%	-11.2%	9.7%	15.8%	i	11.0	2.4%
O=c1c2ccccc2nc(-c2ccco2)n1/N=C/c1ccco1	14.0	13.4%	-16.5%	2.0%	-5.8%	9.9%	i	11.0	-12.0%
COc1ccc2oc(-c3ccccc3)c(C(=O)N3CCOCC3)c2c1	9.0	10.1%	10.2%	14.8%	0.8%	·	·	6.0	0.0%
CCOC(=O)N1CCN(C(=O)C2CC(=O)N(c3ccc(OC)cc3)C2c2ccc(OC)cc2)CC1 (stereo not drawn)	3.0	-0.6%	-12.4%	-8.1%	5.2%	7.8%	i	7.0	-4.0%
CCNC(=O)c1cc2c(=O)n3cccc(C)c3nc2n1C	10.0	4.8%	-0.7%	-3.0%	0.5%	·	·	7.0	11.3%

Screens from PubChem BioAssay.
